HEK cytotox: Cytotoxic Profiling in HEK 293 Cell Line of Diverse Libraries Using Quantitative High-Throughput Screening | HEK 293 viability, ATP luminescence (CellTiter-Glo), 48-72 h | Potency, µM (doses to about 115 µM), without a hit: at the highest dose activity change, negative = cytotoxicity, most hits filed as inhibitors | 94,000 compounds, 6.6% hits | AID 1345083, 2018; also: potency is read from the fitted curve at half-maximal effect; nearly all actives have a fitted effect of over 60% in size
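HEK 293 cells at 250 cells/well were exposed to compounds by pintool transfer for 48 or 72 hr at 37 degree Celsius, 5% CO2. Viability was read as ATP-coupled luminescence with CellTiter-Glo after 10 min at room temperature.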
FLuc inh: Firefly luciferase inhibition profiling of diverse chemical library using quantitative high-throughput screening. Luciferin 4-monooxygenase (Photinus pyralis), P08659. purified P. pyralis luciferase, luminescence, biochemical. Potency, µM (highest dose often 115 µM), without a hit: at the highest dose activity change, negative = inhibition, actives largely listed as inhibitors. 76,000 compounds, 2.5% hits. AID 1347043, 2019; also: potency is read from the fitted curve at half-maximal effect; nearly all actives have a fitted effect of over 65% in size
Target sequence (P08659 whole entry, looked up): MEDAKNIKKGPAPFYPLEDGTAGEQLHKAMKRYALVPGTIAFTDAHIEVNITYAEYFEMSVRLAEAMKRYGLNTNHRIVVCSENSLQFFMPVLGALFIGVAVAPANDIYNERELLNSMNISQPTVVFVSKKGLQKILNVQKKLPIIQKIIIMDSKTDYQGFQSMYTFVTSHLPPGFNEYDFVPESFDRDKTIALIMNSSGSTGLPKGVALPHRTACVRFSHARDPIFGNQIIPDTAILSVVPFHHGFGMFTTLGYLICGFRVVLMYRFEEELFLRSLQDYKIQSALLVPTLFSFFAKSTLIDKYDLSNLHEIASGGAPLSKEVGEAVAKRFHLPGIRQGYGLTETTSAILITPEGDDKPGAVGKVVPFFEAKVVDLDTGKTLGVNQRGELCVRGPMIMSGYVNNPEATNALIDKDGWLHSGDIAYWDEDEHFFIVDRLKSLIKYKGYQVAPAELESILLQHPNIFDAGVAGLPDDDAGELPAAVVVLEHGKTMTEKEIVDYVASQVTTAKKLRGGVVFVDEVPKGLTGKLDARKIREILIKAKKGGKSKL
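Purified 10nM P. pyralis luciferase with 10uM D-luciferin and 10uM ATP in 50mM Tris acetate pH 7.5, 10mM Mg acetate, 0.01% Tween-20, 0.05% BSA. qHTS titration; luminescence read by CCD imager.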
SNCA viab count: GF-AFC viability counterscreen for inhibitors of alpha-synuclein gene (SNCA) expression; HEK-293-SNCA-luc viability, GF-AFC fluorescence, 24 h; Potency, µM (top dose mostly 57.1 µM), for the others: top-dose activity change, negative = cytotoxicity, most hits filed as cytotoxic; 150,000 compounds, 0.12% hits; AID 1671193, 2021;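 also: potency is read from the fitted curve at half-maximal effect; 0% = DMSO-treated cells and -100% = medium-only wells without cells; nearly all actives have a fitted effect of over 30% in size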
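HEK-293-SNCA-luc cells (1500/well) plated 24 h, then exposed 24 h to a dilution series; GF-AFC added 30 min at 37C, fluorescence 405/540 nm; normalised to medium-only and DMSO wells, Hill fit.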
GPT2 inh: Primary qHTS assay for inhibitors of Glutamate pyruvate transaminase 2 (GPT2) | Recombinant GPT2, coupled pyruvate oxidase/HRP Amplex Red fluorescence | Alanine aminotransferase 2 (Homo sapiens), Q8TD30 | 100,000 compounds, 0.25% hits | AID 1671188, 2021 | Potency, µM (doses to about 57.7 µM), inactives show at the highest dose activity change, negative = inhibition, most hits filed as inhibitors; also: potency is read from the fitted curve at half-maximal effect; nearly all actives have a fitted effect of over 60% in size; many of its hits are not listed in these tables
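Fluorescence of coupled pyruvate oxidase/HRP/Amplex Red system (50uM Amplex, 30 min, dark) reports pyruvate formed by GPT2. Enzyme reaction: 10ng/uL GPT2, 2mM L-alanine, 250uM a-KG, 30 min room temperature, pH 7.5; 50uM AOA control.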
IP6K1 inhibitor: Primary qHTS assay for small molecule inhibitors of Inositol hexaphosphate kinase 1 (IP6K1); IP6K1 kinase, ADP-Glo luminescence, 2 h; active compounds read low; 140,000 compounds, 0.81% hits; activity change, % (series mostly up to about 58 µM); Inositol hexakisphosphate kinase 1 (Homo sapiens), Q92551; in the data active = activity change below about -25%
Target sequence (Q92551 whole entry, looked up): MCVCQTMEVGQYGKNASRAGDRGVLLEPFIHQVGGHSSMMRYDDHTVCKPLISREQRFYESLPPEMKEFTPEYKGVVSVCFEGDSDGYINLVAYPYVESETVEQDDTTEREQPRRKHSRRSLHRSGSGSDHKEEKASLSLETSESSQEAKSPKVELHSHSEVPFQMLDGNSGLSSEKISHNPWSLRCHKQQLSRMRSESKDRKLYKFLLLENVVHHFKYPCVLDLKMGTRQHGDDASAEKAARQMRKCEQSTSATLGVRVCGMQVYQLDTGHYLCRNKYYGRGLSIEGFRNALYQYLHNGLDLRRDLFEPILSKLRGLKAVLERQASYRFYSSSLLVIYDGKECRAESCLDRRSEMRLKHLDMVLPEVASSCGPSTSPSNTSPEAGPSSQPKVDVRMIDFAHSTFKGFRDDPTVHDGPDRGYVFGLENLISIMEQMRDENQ
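ADP-Glo luminescence measures ADP made by human IP6K1 during a 2 h RT reaction with ATP/IP6 (mix at 1.3 mM/130 uM); top library doses 57.5 and 19.1 uM final.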
SNCA expr inh: Primary qHTS assay for inhibitors of alpha-synuclein gene (SNCA) expression; HEK-293 SNCA-luciferase knock-in, luminescence, 24 h; Potency, µM (titrated, usually from 57.2 µM), without a hit: at the top dose activity change, negative = inhibition, usual class: inhibitors; 140,000 compounds, 0.17% hits;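 also: potency is read from the fitted curve at half-maximal effect; plate controls were DMSO cells for no effect and cell-free wells for full effect; nearly all actives have a fitted effect of over 45% in size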
3T3 cytotox: Cytotoxic Profiling in NIH 3T3 Cell Line of Diverse Libraries Using Quantitative High-Throughput Screening; NIH 3T3 viability, CellTiter-Glo ATP luminescence, 48-72 h; Potency, µM (top dose mostly 96.7 µM), inactives show top-dose activity change, negative = cytotoxicity, actives largely listed as inhibitors; 94,000 compounds, 4.3% hits; AID 1345082, 2018; also: potency is read from the fitted curve at half-maximal effect; nearly all actives have a fitted effect of over 55% in size
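ATP-dependent luminescence (CellTiter-Glo) served as the viability signal for NIH 3T3 cells treated with compound for 48 or 72 hr at 37 °C.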
* marks the source's active call; other numbers are inactive results; i = inactive; u = inconclusive; x = not tested or not shown; & = joins results of further samples; [ ] = another dose, or the depositor's remark. Unless noted, calls follow the shape of the dose curve; as a rule, active = well fitted curve in the direction sought with a large enough effect; inconclusive = small, poorly fitted or top-dose-only effect, or another doubt; inactive = no such curve, though single readings can be large; an effect the other way counts as inactive or inconclusive. Unless noted, % is scaled to controls: 0 for no effect and ±100 for the full control effect. An unsorted share of the library. Share with any hit: about 7.7%.

| SMILES | HEK cytotox | FLuc inh | SNCA viab count | GPT2 inh | IP6K1 inhibitor | SNCA expr inh | 3T3 cytotox |
| --- | --- | --- | --- | --- | --- | --- | --- |
| Cc1cccc(Nc2sc(C(=O)c3ccc(Cl)cc3)c(N)c2C(N)=O)c1 | x | x | -9% | x | -39* | 0% | x |
| O=C(CCc1nnn2c1CN(C(=O)NCCc1ccccc1)CC2)N1CCCC1 | -3% | -8% | 8% | i | 3 | 13% | -6% |
| Cc1ccc(NC(=O)C(C)Sc2nc(=O)cc(N)n2-c2cccc(C)c2)cc1 (configuration not stated) | x | x | -5% | x | -17 | 0% | x |
| Cc1ccc(-c2nnc(C3CN(C(=O)c4cc(C)nn4C)CC34CCOCC4)o2)cc1 (configuration not stated) | u | -10% | -20% | u | 14 | u | -17% |
| O=C(NCc1ccc(F)cc1)C1c2ccccc2C(=O)N(Cc2ccccc2)C12CCCC2 (configuration not stated) | 40µM* | 3% | -21% | 0% | 20 | -38% | 35µM* |
| CCS(=O)(=O)N1CC(=O)N(c2ccc(C)c(C)c2)C(C)(C(=O)NC2CCCCCC2)C1 (configuration not stated) | x | x | -11% | x | -2 | -9% | x |
| CCc1[nH]c2ccc(CNC(=O)c3scc4c3OCCO4)cc2c1C | u | u | -4% | 1% | 8 | -11% | -28% |
| Cc1nc(N2CCCC2)ncc1C(=O)Nc1ccc(OC(F)(F)F)cc1 | x | x | 5% | x | -4 | -10% | x |
| COc1ccc(-n2nc(C3CCN(Cc4ccccc4)CC3)[nH]c2=O)cc1 | u | -1%&1% | -6%&-19% | -10%&2% | 27&13 | -12%&4% | u |
| CC1(C)C(=O)N(Cc2ccccc2)[C@H]2CN(Cc3ccccc3)C[C@H]2[S+]1(=O)[O-] | u | 2%[172 µM] | 8%[87.6 µM] | i | 18 | 7%[87.6 µM] | u |
| CCC(C)/C=C(C)/C=C/C1=CC2=C(Cl)C(=O)C(C)(OC(C)=O)C(=O)C2(O)C(OC)O1 (configuration not stated) | x | x | -12%[23.9 µM] | i | -3 | x | x |
| O=C(c1ccc(F)cc1)N1CCCCCC1c1nnc(-c2ccccc2)o1 (configuration not stated) | u | -2% | -2% | i | -4 | -6% | -26% |
| CC1(C)CC(=O)c2cc(-c3nc(-c4ccc(Cl)cc4)cs3)c(=O)n(-c3ccc(F)cc3)c2C1 | x | x | -6% | x | -19 | 16% | x |
| Cc1ccc2nc3n(c2c1)[C@@H](CNCc1ccc2c(c1)OCO2)COC3 | u | 13%[172 µM] | -14%[87.6 µM] | -7%[88.5 µM] | 20 | -7%[87.6 µM] | u |
| Cn1cc(-c2cn(C)c(=O)n3cc(CNc4ccccc4)nc23)cn1 | -28%[172 µM] | u | -1%[87.6 µM] | -5%[88.5 µM] | -8 | 63%[activator][87.6 µM] | u |
| COCCN(C)Cc1ccc(CC2CCN(C(=O)C3(c4ccc(OC)cc4)CC3)CC2)cc1 | 40µM* | x | -2% | i | 2 | -16% | u |
| Cc1ccc(OC(=O)c2cc(-c3ccc4c(c3)OCCO4)on2)cc1C | x | x | 6% | x | 8 | -6% | x |
| Cc1cccc(-c2nc(SCC(=O)N(C)c3ccccc3)c3c(=O)n(C)c(=O)n(C)c3n2)c1 | x | x | -1% | x | 0 | u | x |
| CC1CCCN(C(=O)c2cc(-c3ccc(C(F)(F)F)cc3)nc3c2cnn3C)C1 (configuration not stated) | 45µM* | x | x | x | -8 | x | u |
| O=C(c1coc2ccccc12)N1CCN(Cc2cnc[nH]2)CC(O)C1 (configuration not stated) | 4% | -2% | -5% | -13% | 12 | -30% | i |
| Cc1cc(O)c(C(c2ccccc2)N2CCN(c3ccc(F)cc3)CC2)c(=O)n1Cc1ccco1 (configuration not stated) | x | x | -10% | x | 15 | -2% | x |
| CC1(C(=O)O)CCN(C(=O)c2ccc3c(c2)OCO3)CC1 | -4% | x | 7% | -23% | -2 | -5% | -1% |
| CCC(NC1CCN(C(=O)c2ccccc2)CC1)c1ccnn1C (configuration not stated) | -8% | -5% | 9% | i | -1 | 0% | -14% |
| Cc1ccc(CN2CCc3nc(N4CCN(c5ncccn5)CC4)ncc3C2)cc1 | x | x | -10% | x | -15 | 14% | x |
| CC(=O)c1cc(C(=O)N2C[C@@H](C(=O)O)[C@H](c3ccccc3)C2)c(=O)[nH]c1C | -6% | 9% | -4% | -11% | -15 | 2% | -1% |
| COC(=O)c1c(NC(=O)c2ccc(S(=O)(=O)N3CCCC(C)C3)cc2)sc2c1CCN(C(C)C)C2 (configuration not stated) | x | x | u | x | 11 | -18% | x |
| COc1ccc(-c2nc3nc(C)cc(C)n3c2Nc2c(C)cccc2C)cc1 | x | x | u | x | -10 | u | x |
| CN1CCN(C[C@@H]2CN(C(=O)c3ccc4ccccc4c3)C[C@@H]2CO)CC1 | -3% | -2% | -12% | u | 11 | -5% | -12% |
| COc1ccc(Cl)cc1NC(=O)Cn1cc2c(n1)CCC(C)C2 (configuration not stated) | x | x | -5% | x | 1 | -8% | x |
| COCCNC(=O)[C@H]1C[C@H](Oc2ccccc2)CN1C(=O)NC(C)C | -5% | -3% | 6% | i | 28 | u | -21% |

Reformatted with values under each structure: entries from further up
Results follow in this order: HEK cytotox, FLuc inh, SNCA viab count, GPT2 inh, IP6K1 inhibitor, SNCA expr inh, 3T3 cytotox
Cc1cccc(Nc2sc(C(=O)c3ccc(Cl)cc3)c(N)c2C(N)=O)c1
    x, x, -9%, x, -39*, 0%, x
O=C(CCc1nnn2c1CN(C(=O)NCCc1ccccc1)CC2)N1CCCC1
    -3%, -8%, 8%, i, 3, 13%, -6%
Cc1ccc(NC(=O)C(C)Sc2nc(=O)cc(N)n2-c2cccc(C)c2)cc1 (configuration not stated)
    x, x, -5%, x, -17, 0%, x
Cc1ccc(-c2nnc(C3CN(C(=O)c4cc(C)nn4C)CC34CCOCC4)o2)cc1 (configuration not stated)
    u, -10%, -20%, u, 14, u, -17%
O=C(NCc1ccc(F)cc1)C1c2ccccc2C(=O)N(Cc2ccccc2)C12CCCC2 (configuration not stated)
    40µM*, 3%, -21%, 0%, 20, -38%, 35µM*
CCS(=O)(=O)N1CC(=O)N(c2ccc(C)c(C)c2)C(C)(C(=O)NC2CCCCCC2)C1 (configuration not stated)
    x, x, -11%, x, -2, -9%, x
CCc1[nH]c2ccc(CNC(=O)c3scc4c3OCCO4)cc2c1C
    u, u, -4%, 1%, 8, -11%, -28%
Cc1nc(N2CCCC2)ncc1C(=O)Nc1ccc(OC(F)(F)F)cc1
    x, x, 5%, x, -4, -10%, x
COc1ccc(-n2nc(C3CCN(Cc4ccccc4)CC3)[nH]c2=O)cc1
    u, -1%&1%, -6%&-19%, -10%&2%, 27&13, -12%&4%, u
CC1(C)C(=O)N(Cc2ccccc2)[C@H]2CN(Cc3ccccc3)C[C@H]2[S+]1(=O)[O-]
    u, 2%[172 µM], 8%[87.6 µM], i, 18, 7%[87.6 µM], u

(more compounds)
| SMILES | HEK cytotox | FLuc inh | SNCA viab count | GPT2 inh | IP6K1 inhibitor | SNCA expr inh | 3T3 cytotox |
| --- | --- | --- | --- | --- | --- | --- | --- |
| COCCN1C(=O)c2cccn2CC1CNC(=O)c1sc(C)nc1C (configuration not stated) | 4% | 5% | 1% | 2% | -8 | -2% | i |
| CCS(=O)(=O)N1C[C@@H]2CN(Cc3ncc[nH]3)C[C@]2(C(=O)O)C1 | -2% | 0% | -1% | u | -6 | 2% | -2% |
| Cc1ccccc1C(=O)NC1CCN(C(=O)c2ccc(-c3ncccc3C#N)cc2)CC1 | -27% | x | 9%[12.5 µM] | -3% | 31 | 13% | -25% |
| O=C(NCCc1ccc(Cl)cc1)C1CCN(c2nccc(Nc3ccccc3Cl)n2)CC1 | u | x | -18% | 3% | -2 | -7% | u |
| COc1ccc(CNC(=O)C2CCN(C(=O)c3ccc(-c4cncnc4)cc3)CC2)cc1 | u | x | x | x | 22 | x | -35% |
| COc1ccc(NC(=O)CCn2ccn3nc4c(c3c2=O)CCCC4)c(OC)c1 | -27% | -16% | -7% | -11% | -2 | -4% | -17% |
| CC(C)Cc1ccc(S(=O)(=O)N2CCCC(Cn3cnc4cccnc43)C2)cc1 (configuration not stated) | 45µM* | -6% | 8% | u | 6 | 1% | u |
| CC(=O)N1CCCN(c2cc(Cl)nc3ccnn23)CC1 | -22%[172 µM] | -9%[172 µM] | 10%[87.6 µM] | u | 30 | 33%[activator][87.6 µM] | -19%[138 µM] |
| CN(Cc1ccccc1)C(=O)C[C@@H]1O[C@H](CNS(=O)(=O)c2ccc(Cl)cc2)[C@@H](O)[C@H]1O | i | -13% | -2% | -2% | -12 | 42%[activator] | -15% |
| O=C1CCN(Cc2ccncc2)CCCC(C(=O)NCCCc2ccccc2)CCN1 (configuration not stated) | -23% | 4% | -6% | i | 6 | 1% | -24% |
| Cc1ccc(CN(Cc2ccco2)C(=O)c2cccc(C)c2)cc1 | x | x | -2% | x | 0 | -4% | x |
| COC(=O)C(Cc1ccc(OCCn2c(=O)sc3cc(C(=O)c4ccccc4)ccc32)cc1)C(=O)OC | x | x | -2% | -3% | -3 | x | x |
| O=C(NC1CCN(c2ccnc3ccnn23)C1)c1cccc(Cl)c1 (configuration not stated) | -24% | x | -12% | -9% | -6 | -23% | u |
| Cc1ccccc1OCc1ccc(-c2nc(C#N)c(N3CCN(c4cccc(Cl)c4)CC3)o2)o1 | x | x | -1% | x | -3 | 1% | x |
| CN(C)c1ccc2nnc(-c3cc(C(=O)N(C)c4ccccc4)ccn3)n2n1 | -15%[172 µM] | 1%[172 µM] | -11%[87.6 µM] | 2%[88.5 µM] | 0 | 18%[87.6 µM] | u |
| COc1cccc(C(=O)Nc2ccc(-n3nncc3-c3ccccc3)cc2)c1 | x | x | -14% | x | 2 | u | x |
| O=C(c1ccccc1OCC1CCCN(Cc2cccs2)C1)N1CCCC1 (configuration not stated) | -9% | -10% | -3% | 1% | -1 | -9% | -11% |
| C[S+](=O)([O-])c1ccc(-c2cc(C(=O)NCC(F)(F)F)nn3cccc23)cc1 | u | x | -6% | u | -2 | -4% | u |
| CCCc1noc(-c2cccn3c(CNC(=O)Cc4ccc(Cl)cc4)nnc23)n1 | u | 4% | -12% | i | 1 | -15% | -28% |
| COC[C@@H]1CN(C(=O)CCc2cccc(OC)c2)C[C@H]1c1ccncc1 | i | 1% | -9% | -4% | -10 | -13% | 2% |

Assay outcomes from PubChem.
